Source: PubChem BioAssay
PAX8 reporter = PAX8 transcriptional activity inhibition. RMG-I TPO-luciferase reporter, SteadyGlo, 24 h. inhibition, % at 12.6 µM. hit rate 1.2% among 360,000;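 active means mean replicate inhibition at least 60% with every replicate also reaching 60%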;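 further: luciferase light reporting Pax8 driven TPO promoter activity; plate controls were median of neutral control wells for no effect and mitoxantrone controls for full effect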
ARNT-TACC3 inh = ARNT/TACC3 interaction disruption. inhibition, % at 9.99 µM. Q9Y6A5. hit rate 0.66% among 390,000. AlphaScreen His-ARNT PAS-B/GST-TACC3 binding, luminescence; TACC3 fragment carries E629A point mutation. AID 623870;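 active means mean inhibition of replicates at least 50% and at least half of replicates each reaching 50%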;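 further: 0% = complete ARNT plus TACC3 wells and 100% = ARNT alone without TACC3; many hits fall short of the cut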
* marks the source's active call; other numbers are inactive results. The list is partial. The share of hits here may be higher or lower than overall.

Preview, 6 compounds:
mol	PAX8 reporter	ARNT-TACC3 inh
Cn1c(SCCOc2ccccc2Cl)nnc1-c1cccs1	-27	-4
Cn1c(SCC(N)=O)nnc1C1CCN(C(=O)NC2CCCCC2)CC1	2	0
N[C@@H](Cc1ccccc1)c1nnc(SCc2ccccc2Cl)o1	-20	-5
O=C(NC1(C(F)(F)F)NC(=O)N(Cc2cccnc2)C1=O)c1ccccc1 (stereo not drawn)	-23	-3
Cc1ccnc2c(N3C(=O)C4C5c6ccccc6C(c6ccccc65)C4C3=O)cccc12 (stereo not drawn)	13	-5
COc1cc(-c2noc(-c3cccc(Cl)c3)n2)cc(OC)c1OC	1	1

Results, previewed entries included:
mol	PAX8 reporter	ARNT-TACC3 inh
Cn1c(SCCOc2ccccc2Cl)nnc1-c1cccs1	-27	-4
Cn1c(SCC(N)=O)nnc1C1CCN(C(=O)NC2CCCCC2)CC1	2	0
N[C@@H](Cc1ccccc1)c1nnc(SCc2ccccc2Cl)o1	-20	-5
O=C(NC1(C(F)(F)F)NC(=O)N(Cc2cccnc2)C1=O)c1ccccc1 (stereo not drawn)	-23	-3
Cc1ccnc2c(N3C(=O)C4C5c6ccccc6C(c6ccccc65)C4C3=O)cccc12 (stereo not drawn)	13	-5
COc1cc(-c2noc(-c3cccc(Cl)c3)n2)cc(OC)c1OC	1	1
Cc1nc2[nH]onc2c2nccc(=O)c12	-12	1
CCNc1nc(N2CCOCC2)nc(N(c2ccccc2)c2ccccc2)n1	16	-5
Cc1ccc(N(C(=O)CNC(=O)c2ccco2)C(C(=O)NC2CCCC2)c2cccnc2)cc1C (stereo not drawn)	8	-15
CCc1c(C(C)S(=O)(=O)c2ccc(C)cc2)[nH]c(=O)n1-c1ccc(C)cc1 (stereo not drawn)	-8	-1
Nc1nonc1-c1nc2ccccc2n1Cc1ccccc1	30	1
O=C(Cn1cnc2scc(-c3ccc(F)cc3)c2c1=O)N1CCOCC1	16	0
C=CCC1CCCCC12NC(=O)NC2=O (stereo not drawn)	-6	1
CC(=O)NC1C(c2nc3ccccc3s2)=C(c2ccccc2)C(=O)N1c1ccc(C)cc1 (stereo not drawn)	11	13
N=c1c2c(-c3ccccc3)c(-c3ccccc3)n(Cc3ccccc3)c2ncn1CCO	21	12
Cc1cc(C)c2c(c1)/C(=N/NC(=S)Nc1ccc(F)cc1)CCC2	3	3
CC(=O)c1cccc(NC(=O)N2CCCC2C(=O)NC2CCCCC2)c1 (stereo not drawn)	13	-3
COCCCNC(=O)C1CC(=O)OC1c1ccc(OC)c(OC)c1 (stereo not drawn)	5	0
C=CCOc1c(Cl)cc(CNCCC)cc1Cl	-9	-14
O=C(O)CCC(=O)CCC(=O)c1ccccc1	-12	6
O=C(Nc1ccc(Cl)cn1)c1cccc(S(=O)(=O)N2CCOCC2)c1	-17	-7
CC(C)(C)c1ccc(OCCNC(=O)c2ncn[nH]2)cc1	3	77*
Fc1ccc(C(c2nnnn2CCc2ccccc2)N2CCCc3ccccc32)cc1 (stereo not drawn)	29	-16
COc1ccc(-c2onc(C)c2-c2ccccc2)c(O)c1	5	1
CC(C)OC(=O)CSc1nnc(SCc2cccc3ccccc23)s1	-4	-8
COc1cc(-c2nnc(-c3ccccc3)o2)cc(OC)c1OC	-3	-2
CCN(Cc1ccccc1)Cc1c(C)[nH]c2c(C)c(C)ccc2c1=O	4	-6
COc1ccc(S(=O)(=O)NCCc2c(C)nn(C)c2Oc2ccccc2)cc1	15	-3
O=C(Nc1nonc1NC(=O)C1CCCCC1)C1CCCCC1	2	2
Cn1cccc1C(=O)NC(=O)COC(=O)c1ccccc1O	-12	-8
O=S(=O)(c1cccs1)N1CCN(Cc2nc3ccccc3s2)CC1	-2	-3
Nc1ccccc1N1CCOCC1	16	0
CN(C)S(=O)(=O)c1cc(C(=O)NCCCn2ccc3ccccc32)ccc1Cl	6	-6
CCOc1ccc2nc(SCC(=O)N3CCCc4ccccc43)sc2c1	5	-24
CC(C)C(C)(C#N)NC(=O)CSc1nnc(-c2ccncc2)n1Cc1ccccc1 (stereo not drawn)	-3	-9
Cc1cccc(C)c1OC(=O)CN(c1ccc(Cl)cc1)S(C)(=O)=O	4	-1
O=C(CCc1ccc(S(=O)(=O)N2CCOCC2)cc1)Nc1ccc(N2CCOCC2)cc1	14	19
COc1ccc(-c2cc(C(=O)NCc3ccco3)no2)cc1OC	-38	-10
CCN(CC)c1ccc(NC(=O)c2ccc(Cl)nc2)cc1	6	5
CC(C)(C)Cc1nc(-c2ccc(Cl)cc2)no1	13	1
O=C(CCCC(=O)N1CCCc2ccccc21)N1CCCc2ccccc21	-1	14
Cc1ccccc1C(=O)NC(NCc1ccco1)C(Cl)(Cl)Cl (stereo not drawn)	6	-3
COC(=O)/C=c1\sc2n(c1=O)C(C)=CC(C)(C)N=2	7	-7
OC1CCN(C(=S)NCCc2ccccc2)CC1	-24	-6
CCc1ccc(NC(=O)Cc2cn(C)c3ccccc23)cc1	-33	-5
O=[N+]([O-])c1ccc(Sc2n[nH]c(-c3ccccc3)n2)nc1	-55	2
O=C(COC(=O)c1n[nH]c2ccccc12)NCc1ccccc1	-3	-26
CCOC(=O)c1c(C)nn(Cc2ccccc2)c1N	2	-2
COc1ccccc1NS(=O)(=O)c1cc([N+](=O)[O-])ccc1N/N=C/c1c[nH]c2ccccc12	33	-2
COCCCn1c(SCC(=O)n2c(C)c(C)c3ccccc32)nnc1-c1ccoc1C	0	6

Records above marked active in ARNT-TACC3 inh.
SMILES	ARNT-TACC3 inh
CC(C)(C)c1ccc(OCCNC(=O)c2ncn[nH]2)cc1	77*

(further entries)
mol	PAX8 reporter	ARNT-TACC3 inh
O=C(Cc1c(C(=O)O)[nH]c2ccccc12)NCCN1CCN(c2ccccc2F)CC1	-84	7
CC1Cc2cc(/C(O)=C3/C(=O)C(=O)N(CCCn4ccnc4)C3c3cccnc3)ccc2O1 (stereo not drawn)	11	4
CN(C)c1ccc(C(=O)C(O)c2ccccc2)cc1 (stereo not drawn)	-24	2
O=C(Cn1c(=O)sc2ccccc21)NCCOc1ccccc1F	-3	-3
Cc1cc(C)nc(SCc2nnc(SCC(=O)Nc3ccc(C)c(C)c3)o2)n1	14	-4
Cc1cc2c(cc1C)CSC(c1ccc3ccccc3c1O)SC2	18	-3
CC(=O)c1cccc(NC(=O)NC(C)c2ccncc2)c1 (stereo not drawn)	-13	35
Cc1cccc(NC(=S)NC2CC3CCCC(C2)N3CC(C)C)c1C (stereo not drawn)	-6	-4
CC1(C)Cc2cccc(OCC(=O)N3CCN(S(=O)(=O)c4ccccc4)CC3)c2O1	28	0
COc1cc(C2C(C#N)=C(N)OC3=C2C(=O)CC(C)(C)C3)c([N+](=O)[O-])cc1OC (stereo not drawn)	12	4
CCCCOC(=O)Nc1ccc(C(=O)OCCC)cc1	-44	-4
O=C(Nc1cccc2ccccc12)N1CCOCC1	8	-12
CCc1cc(=O)oc2cc(OCC(=O)O)c(Cl)cc12	6	-1
CCCc1nc2oc3cc(OC)ccc3c(=O)c2c(=O)n1Cc1ccco1	24	12
Cc1cccc(OCCn2c(NC(=O)c3ccco3)nc3ccccc32)c1	-5	-2
Cc1ccccc1N1C(=O)C2C3C=CC(C2C1=O)N(C)C3=O (stereo not drawn)	5	-1
Oc1ccccc1CN1CCCN(Cc2ccccc2O)C1	2	2
C/C(N)=C(/C#N)C(=O)COC(=O)CCS(=O)(=O)c1ccccc1	9	14
CC(=O)Cc1nsc(NC(=O)c2cccs2)n1	3	-7
CN(C)c1cc(C(F)(F)F)nc(-c2ccccn2)n1	3	-11
CCc1ccc(/C=N/NC(=O)c2cc(C3CC3)nc3ccccc23)s1	16	-1
COc1ccc(CC(=O)NCc2cccs2)cc1	7	1
CCOC(=O)C1=C(N)OC2=C(C(=O)CC(C)(C)C2)C1c1cccnc1 (stereo not drawn)	17	5
Cc1ccc(-c2nnn(CC(=O)N(c3ccccc3)C(C(=O)NCC3CCCO3)c3ccc(Cl)cc3)n2)cc1 (stereo not drawn)	1	2
COc1ccc(OC)c(/C(O)=C/C(=O)C(=O)Nc2ccccc2OC)c1	13	6
CCOC(=O)Cn1nc(-c2ccc(Cl)cc2)cc1N	4	10
C=CCOC(=O)c1cc(-c2ccc(/C=C3\C(=O)NC(=O)C(C#N)=C3C)o2)ccc1Cl	-2	15
CC(C)C(=O)N1c2ccccc2NC2=C(C(=O)CCC2)C1c1ccc(N(C)C)cc1 (stereo not drawn)	9	-5
COc1ccccc1-c1nnc2sc(COc3ccc(Cl)cc3Cl)nn12	20	-9
COc1ccc(C(=O)Nc2nc(N3C(=O)c4ccccc4C3=O)n(-c3ccccc3)n2)cc1	-7	16
CCSC1=C(C#N)C2(CCCCC2)C(C#N)C(=O)N1 (stereo not drawn)	20	0
CN(Cc1cnn(C)c1)C(=O)C1CCCCC1C(=O)O (stereo not drawn)	11	-9
CCn1c(SCC(=O)N2CCCc3ccccc32)nc2ccccc2c1=O	13	2
O=C(c1ccccc1F)N1CCC(N2CCCCCC2)CC1	21	-1
Cn1nnnc1SCC(=O)NC(=O)Cc1ccccc1	5	-24
COCCn1c(SCC(=O)Nc2nc(C)c(Cl)cc2Cl)nc2ccccc21	28	2
COc1cccc(Cn2cnc3c(NS(=O)(=O)c4ccc(Cl)cc4Cl)c(C)c(C)cc32)c1	-3	-15
Cc1ncc([N+](=O)[O-])n1CCOC(=O)Nc1ccc(Cl)c(Cl)c1	20	-8
COc1cc(-c2nc(-c3ccc4c(c3)-c3ccccc3S4(=O)=O)c(-c3ccccc3)[nH]2)cc(OC)c1O	-15	6
O=C(O)CSc1ccccc1C(=O)O	9	-41
Cc1nn2c(N3CCOCC3)c3c(nc2c1-c1ccccc1)CCCC3	18	0
CCOc1ccccc1NC(=O)C(CC(C)C)NC(=O)C1CCC(C)CC1 (stereo not drawn)	-41	-4
CCNC(=O)C1CC(=O)OC12CCCCC2 (stereo not drawn)	-8	-1
CCOC(=O)Cc1csc(NC(=O)CSc2nnc(-c3ccncc3)n2Cc2ccco2)n1	7	-3
CCCC(=O)n1nc(-c2cccnc2)nc1N	5	7
O=c1c2c3c(sc2ncn1-n1cccc1)CCCCC3	-34	-4
COc1ccc(CCNc2nc(N3CCOCC3)nc(N3CCOCC3)n2)cc1OC	13	-9
COC(=O)C1C(=O)C2=C(CC1C)NC(C)=C(C(=O)OC(C)C)C2c1ccc(OC)c(O)c1 (stereo not drawn)	-23	-6
CCNC(=O)n1nccc1C(C)Oc1ccc(Cl)cc1 (stereo not drawn)	4	-9
CCCn1c(SCC(=O)Nc2ccccc2-c2ccccc2)nnc1-c1ccoc1C	-6	8

Copied from the list.
In ARNT-TACC3 inh, `COc1ccc(S(=O)(=O)NCCc2c(C)nn(C)c2Oc2ccccc2)cc1` is listed with -3
In ARNT-TACC3 inh, `CCOC(=O)Cc1csc(NC(=O)CSc2nnc(-c3ccncc3)n2Cc2ccco2)n1` is listed with -3

The list continues:
mol	PAX8 reporter	ARNT-TACC3 inh
CC(C)N(C(=O)COC(=O)c1cc(Cl)cc(Cl)c1N)C(C)C	-26	-18
COC(=O)C1CN(S(=O)(=O)c2ccccc2)CCN1S(=O)(=O)c1ccccc1 (stereo not drawn)	-10	-10
C=CCSc1[nH]c(=O)cc(C)c1C(N)=O	0	0
COc1ccccc1S(=O)(=O)Cc1ccc(C(=O)NC2CCCCC2)o1	3	-3
COc1ccc(-c2cc3n(n2)CCc2nc4ccccc4n2-3)cc1	-13	-3
Cc1oc2ccc(O)cc2c1C(=O)c1ccc(Cl)cc1	-90	-2
O=C(Nc1ccccc1)c1ccc(N2CCN(c3ccccc3)CC2)c(S(=O)(=O)N2CCOCC2)c1	48	-3
C/C(=C\C(=O)c1ccc(Cl)cc1)Nc1ccc(Br)cc1	-13	-10
CC(C)Cn1c(-c2ccccc2)nc2ccccc2c1=O	-23	-2
Cc1ccc(O)c(-c2cc(C(=O)Nc3ccc(S(=O)(=O)N4CC(C)OC(C)C4)cc3)[nH]n2)c1 (stereo not drawn)	22	-3
COCCN1Cc2cccc(C(=O)NC(C)c3cccs3)c2C1=O (stereo not drawn)	-6	-1
COc1ccc(Cn2c(=O)sc3ccccc32)cc1OC	5	-4
COc1ccccc1NC(=O)CSc1ncn(-c2ccccc2)n1	-6	-2
COc1ccccc1C1C=C(c2ccc(C)cc2)Nc2nnnn21 (stereo not drawn)	-11	35
COc1cccc(N2CCN(C(=S)NCCc3ccccc3)CC2)c1	5	2
On1c(-c2ccccc2)nc2ccc(Cl)cc21	-116	-5
O=C(COC(=O)c1ccc(Oc2ccccc2)cc1)Nc1nnc(-c2ccccc2)o1	-1	37
CCCC1=C(C(=O)OCC)C(c2ccccc2OCC)NC(=O)N1C (stereo not drawn)	-11	1
COC(=O)c1ccc(CSc2nnc(CNC(=O)c3ccccc3F)o2)o1	-6	3
Cc1c(N)cccc1-c1nc2ccccc2[nH]1	-59	-2
COc1ccc(NC(=O)Cn2cc(C(=O)c3ccco3)c3ccccc32)cc1	9	3
O=C(C1c2ccccc2C(=O)N2CCc3ccccc3C12)N1CCN(Cc2ccccc2)CC1 (stereo not drawn)	3	-3
Nc1ccc2oc(-c3ccccn3)nc2c1	-114	-2
CCN1C(=O)/C(=C\c2ccc3c(c2)OCO3)C(C(=O)OC)=C1C	9	-1
C=CCNc1nc(NCc2ccccc2)c(C#N)c2c1CN(C)CC2	17	2
